Screens as filed in PubChem.
DAGLB inh: DAGLB lipase inhibitors, primary screen, biochemical, fluorescence, HTS; Diacylglycerol lipase-beta (Homo sapiens), Q8NCG7; HEK293T DAGLB membrane lysate, EnzChek fluorogenic substrate; inhibition, % at 5.17 µM; 0.059% of 340,000 active; AID 504411, 2011; in the data active means inhibition above about 34%;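 further: 0% = enzyme with vehicle and 100% = wells lacking enzyme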
Target sequence (Q8NCG7 whole entry, looked up): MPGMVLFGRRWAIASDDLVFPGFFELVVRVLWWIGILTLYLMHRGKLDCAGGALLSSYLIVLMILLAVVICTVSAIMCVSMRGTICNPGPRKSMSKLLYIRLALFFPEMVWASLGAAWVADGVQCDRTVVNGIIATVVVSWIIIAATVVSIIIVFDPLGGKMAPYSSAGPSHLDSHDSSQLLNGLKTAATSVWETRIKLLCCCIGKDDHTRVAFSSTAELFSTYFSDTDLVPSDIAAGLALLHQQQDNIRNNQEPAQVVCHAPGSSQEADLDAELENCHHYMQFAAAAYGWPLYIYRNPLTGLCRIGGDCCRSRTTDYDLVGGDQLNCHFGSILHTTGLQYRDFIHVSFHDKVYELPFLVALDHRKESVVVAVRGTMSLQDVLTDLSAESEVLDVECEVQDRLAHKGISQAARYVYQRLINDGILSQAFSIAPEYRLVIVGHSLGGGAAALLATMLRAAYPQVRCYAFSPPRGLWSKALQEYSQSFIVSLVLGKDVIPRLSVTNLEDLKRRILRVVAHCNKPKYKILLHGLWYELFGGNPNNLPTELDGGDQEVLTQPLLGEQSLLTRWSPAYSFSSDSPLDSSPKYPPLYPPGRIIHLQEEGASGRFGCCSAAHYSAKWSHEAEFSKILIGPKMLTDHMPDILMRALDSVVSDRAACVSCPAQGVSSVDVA
C-LANA FP: inhibitors of KSHV C-LANA binding to DNA, primary screen, biochemical, fluorescence polarization, FAM-LBS DNA, MBP-C-LANA, single point. Kaposi's sarcoma herpesvirus LANA C-terminal domain (residues 932-1162) DNA binding. inhibition, % at 9 µM. 0.078% of 340,000 active. AID 504423, 2011;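 active means highest replicate inhibition at or above 60% at 9 µM, even if other replicates fall short; inactive means all replicates below 60% inhibition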;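 further: 0% = neutral control wells and 100% = 4 µM acridine orange control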
CAL PDZ FP-1: CAL PDZ peptide-binding inhibitors, primary screen, biochemical, fluorescence polarization, Cer-tagged CAL PDZ, HTS; 0.02% of 330,000 active; inhibition, % at 20 µM; Golgi-associated PDZ and coiled-coil motif-containing protein (Homo sapiens), Q9HD26; AID 504414, 2011; purified CAL PDZ, TMR-peptide fluorescence polarization, 1 h;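 active means highest replicate inhibition of at least 40%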;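 further: plate controls were DMSO neutral control wells for no effect and unlabeled competitor peptide control wells for full effect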
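System: purified tagged CAL PDZ domain construct (CerCALP). Schedule: 1 h incubation at room temperature before polarization reading. Medium: 25 mM sodium phosphate pH 7.4, 150 mM NaCl, TCEP, IgG, Thesit. Read-out: percent inhibition from loss of millipolarization. Measured by: FP readout, S and P plane fluorescence. Probe or stimulus: fluorescent TMR peptide probe.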
RTF Ca sens inh: cardiac RTF calcium sensitivity inhibitors, primary screen, biochemical, IANBD-TnC fluorescence, EC70 calcium; Troponin I, cardiac muscle (Homo sapiens) + Troponin T, cardiac muscle (Homo sapiens) + …; IANBD-labeled cardiac RTF, Ca2+ fluorescence; inhibition, % at 7.15 µM; 0.12% of 340,000 active;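 active means inhibition above the mean inhibition of all tested compounds plus 3 SD, cut at about 17% in these data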;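 further: assay run at fixed EC70 calcium of 1.6 mM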
CAL PDZ FP-2: untagged CAL PDZ binding inhibitors, primary screen, biochemical, fluorescence polarization, HTS | Golgi-associated PDZ and coiled-coil motif-containing protein (Homo sapiens), Q9HD26 | purified CAL PDZ, TMR-peptide fluorescence polarization, 1 h | inhibition, % at 24.9 µM | 0.92% of 300,000 active | AID 602252, 2012;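 active means mean inhibition of at least 30% with at least half of replicates also reaching 30%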;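 further: 0% = DMSO neutral control and 100% = excess unlabeled competitor peptide PRC23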
Arr AP2 block: inhibitors of beta-arrestin/AP2 binding, primary screen, biochemical, GPCR trafficking, flow cytometry; FITC-arrestin peptide / GST-AP2 beads; AP2 beta2 appendage carries R879A mutation; AID 504490, 2011; 0.31% of 340,000 active; beta-arrestin 1 C-terminal peptide binding to AP2 beta2-adaptin appendage (human); inhibition, % at 10 µM;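 active means inhibition above a set limit, near 3 SD of compounds lacking own fluorescence, cut at about 54% in these data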;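 further: plate controls were DMSO wells for no effect and 5 µM unlabelled arrestin peptide for full effect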
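Assay system: GST-AP2 R879A bound to glutathione beads, E. coli-expressed; Medium: PBS with 0.05% Tween 20 and 0.1% BSA; Also added: fluorescein-tagged arrestin peptide at 50 nM final; Timing: 12 min plus 1 h, RT; Measured by: flow cytometry, FL1 (488/535 nm); Evaluation: percent drop in bead-associated FITC signal.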
V-ATPase pH: regulators of yeast V-ATPase proton pumping, primary screen, pHLuorin cytosolic pH fluorescence; S. cerevisiae; response, % at 10 µM; 0.37% of 350,000 active; AID 504577, 2011; in the data active means response mostly above about 7.3%, no sharp cut-off; inactive means mostly below about 5.4%; further: actives read high; inactives centre near 0; some compounds called inactive have numbers as strong as hits; reference of the scale not given here
Keap1-Nrf2 PPI: Keap1-Nrf2 protein-protein interaction inhibitors, primary screen, biochemical, fluorescence polarization, single point | Kelch-like ECH-associated protein 1 (Homo sapiens), Q14145 | Keap1 Kelch-Nrf2 peptide fluorescence polarization, 1536-well | inhibition, % at 9.4 µM | 0.15% of 340,000 active | AID 504523, 2011; in the data active means inhibition above about 12%;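 further: human Keap1 Kelch domain with fluorescein labeled Nrf2 9mer peptide probe; 0% = neutral control wells and 100% = peptide positive control; higher means more block of Keap1 binding to Nrf2 peptide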
DSG3 Ab inh: inhibitors of pemphigus antibody binding to DSG3, primary screen, biochemical, bead-based, flow cytometry, scFv-GFP; DSG3-coupled beads, scFv-anti-DSG3-GFP binding; active compounds read low; binding (percent of control), % at 10 µM; 0.48% of 310,000 active; Desmoglein-3 (Homo sapiens), P32926;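 active means binding more than 3 SD below its plate's average and above zero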;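 further: hits lower antibody fragment binding to DSG3; some compounds called inactive have numbers as strong as hits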
NSD2 inh: NSD2 histone methyltransferase inhibitors, primary screen, biochemical, AlphaScreen, single concentration, set 2; NSD2 peptide methylation, 120 min; inhibition, % at 12.5 µM; 0.54% of 310,000 active; in the data active means inhibition above about 50%
* marks the source's active call; other numbers are inactive results; nt = no result given. The list is partial; the hit share may differ from the screen's.

SMILES	DAGLB inh	C-LANA FP	CAL PDZ FP-1	RTF Ca sens inh	CAL PDZ FP-2	Arr AP2 block	V-ATPase pH	Keap1-Nrf2 PPI	DSG3 Ab inh	NSD2 inh
COc1cccc(/C=N/NC(=O)c2csc(-n3nc(C)cc3C(F)(F)F)n2)c1	-11.2	-0.5	-0.8	-8.5	-3.4	-2.5	-3.6	-0.3	100.1	-1.1
c1ccc(CCNCc2cccs2)nc1	-0.3	2.5	0.5	-1.1	-1.4	22.3	0.3	0.3	92.8	-1.3
O=C(COc1cc2oc(=O)c3c(c2cc1Cl)CCC3)NCCCN1CCCC1=O	0.9	-0.5	-1.4	5.6	-2.2	-6.2	-2.4	-5.8	108.6	-0.7
CC(=O)N1CCN(S(=O)(=O)c2ccc(C)c([N+](=O)[O-])c2)C1C(C)C (stereo not given)	0.2	2.9	1.6	-1.6	0.6	-4.9	-1.9	-1.4	98.5	-4.5
CC(C)(C)c1ccc(S(=O)(=O)NCCOCC(F)(F)C(F)F)cc1	-5.6	-0.6	-1.3	-1.7	3.1	3.3	-7.0	8.0	106.7	nt
CNC(=O)c1sccc1SCc1ccc(Cl)cc1Cl	-2.4	1.0	-1.2	10.5	-0.5	-4.6	-3.0	-5.2	107.8	-12.3
COCCN(Cc1nc(-c2ccc(C(F)(F)F)cc2)no1)C(C)C	-4.8	-1.7	-0.5	8.8	-3.1	-10.5	-0.9	5.5	100.3	1.4
Nc1cccc(CN2CCCC2)c1	-3.9	0.0	-2.1	-10.8	-0.8	-11.5	0.0	-3.6	103.2	5.2
CNC(=S)NNC(=O)c1cccn(Cc2ccccc2)c1=O	2.0	0.8	-0.8	-1.7	0.9	22.6	-1.3	-2.0	100.1	-2.6
NS(=O)(=O)c1cccc(NC(=O)COC(=O)/C=C/c2ccco2)c1	2.5	0.4	-2.0	-7.0	-0.1	-2.9	0.9	-1.9	89.7	0.0
Cc1ccc(-n2nc3c(=O)n(CC(=O)NCc4ccccc4)nc(C)c3c2C)cc1	0.2	-0.3	-0.1	-4.1	-4.1	-8.8	1.7	-5.9	101.8	79.7*
C[C@@H](NC(=O)c1nc[nH]c1C(=O)N(C)Cc1ccccc1)c1ccccc1	-1.4	-2.0	0.4	-3.6	-6.7	2.8	-0.5	1.6	107.3	nt
O=C(NN=C1CCCC1)c1ccccc1OCCOc1ccccc1	3.3	-1.1	-1.9	-10.7	-0.6	23.5	0.3	-3.6	108.9	0.2
CC(=O)O[C@@H]1C[C@H]2C(C)=C[C@H]3OC(=O)[C@@H](C)[C@H]3C[C@H]2[C@]1(C)O	-4.4	0.5	-1.3	-6.2	-2.4	34.1	-2.5	-2.6	102.6	nt
C/C(=N\Nc1nc(C)cc(-c2ccccc2)n1)c1ccccc1	-3.6	1.1	-2.6	-12.2	-16.2	6.5	-0.9	-7.9	110.7	-6.1
COCc1ccc(C(=O)N2CCCC(N(C)Cc3ccccc3)C2)s1 (stereo not given)	1.7	1.3	-2.4	-0.3	0.3	30.2	-3.2	3.3	nt	13.3
CN(C)C1(CNC(=O)C2CCN(S(=O)(=O)c3c(Cl)cccc3Cl)CC2)CCCCC1	1.6	-1.4	-1.1	-24.8	nt	-8.4	-1.5	0.7	96.1	0.1
CCOC(=O)C1=C(C)N=C2SCCC(=O)N2C1c1sccc1C (stereo not given)	-3.5	0.6	-0.8	-3.3	-0.4	-0.3	1.0	-3.7	111.4	-3.1
COc1cc(C(=O)OCCNC(=O)c2ccccc2)cc(OC)c1OC	-2.6	-1.5	-1.2	-0.5	6.5	-3.9	1.4	-2.8	96.2	14.2
COc1ccc(OC)c(/C=N/NC(=O)CC2C(=O)NN=C2C)c1 (stereo not given)	2.6	1.9	-1.6	0.0	-2.9	13.1	2.3	-2.5	98.5	-0.2
COc1ccc(-c2noc(-c3ccccc3C(=O)NCc3ccco3)n2)cc1OC	0.3	-1.1	-0.7	-8.4	nt	1.5	7.3	-21.6	102.1	6.8
NC(=O)c1snnc1-c1ccccc1	-1.0	1.1	-0.2	1.1	0.3	37.8	-0.6	-1.6	nt	-2.7
O=C(Nc1nc2ccccc2s1)c1ccc(OCC2CCCO2)cc1 (stereo not given)	-2.5	-0.8	-3.3	0.8	-4.8	-7.4	3.6	0.9	107.3	-0.3
CCCC(=O)Nc1ccc(-c2nc3cc(C)ccc3o2)cc1	-2.2	0.4	-3.0	-9.9	-5.3	-5.0	-2.3	5.9	108.9	nt
O=C(CSc1ccc(-c2ccco2)nn1)NCc1ccccc1	0.5	1.8	-0.3	2.4	-4.3	-3.2	-1.1	-0.2	107.4	0.1
O=C(Cn1c(=O)oc2cccnc21)Nc1ccc(C(F)(F)F)cc1	nt	nt	nt	nt	nt	-2.2	-1.4	nt	100.6	-1.8
CCN(CC)S(=O)(=O)c1ccc2c(c1)N(CC(=O)NCC1CCCO1)C(=O)CO2 (stereo not given)	-1.6	-0.9	-3.5	1.7	-2.9	5.2	2.8	1.1	116.4	-1.1
Cc1onc(-c2ccccc2)c1C(=O)N1CCN(S(=O)(=O)c2ccc3c(c2)OCCO3)CC1	-1.5	-0.4	nt	8.5	1.7	9.8	2.8	-5.3	105.9	-2.3
CCN(CC)CC(C)CNC(=O)CC(C(=O)N1CCc2ccccc21)n1ccnc1 (stereo not given)	0.4	0.1	0.0	-7.9	nt	12.3	-3.3	-0.1	104.1	19.1
CCc1cccc(N(C(=O)c2csnn2)C(C(=O)NC(C)(C)C)c2ccncc2)c1 (stereo not given)	-1.2	1.0	nt	-1.1	8.3	18.4	0.1	-3.4	98.6	-3.4
O=C(COc1ccc(F)cc1)N/N=C/c1cccc2cccnc12	3.0	3.4	-1.0	5.7	nt	-13.9	-1.4	-9.1	105.5	-2.3
CC(C)=CC(=O)OCC(=O)Nc1cccc([N+](=O)[O-])c1	-1.1	2.6	0.4	0.1	-4.6	6.5	-2.2	0.1	99.3	4.2
COc1nc(OCC#N)nc(N2CCCCC2)n1	0.8	2.3	0.5	-5.8	-6.3	-6.4	1.7	0.7	79.0	-4.9
CCOC(=O)CC1ON(C)C(=O)N1c1ccc([N+](=O)[O-])cc1 (stereo not given)	-0.2	-0.5	-0.6	-14.9	-6.6	1.3	3.7	2.0	110.0	-0.4
C#CCOCCOCCOCCNc1nc(N2CCN(C(=O)Cn3cc(CCCCN)nn3)CC2)nc(N2CCN(C(=O)Cn3cc(CCCN=C(N)N)nn3)CC2)n1	0.3	0.3	0.1	-4.8	-2.6	-0.9	4.0	-1.8	99.4	nt
CSc1c(C#N)c(N)c(C#N)c2c1COC(C)(C)C2	0.7	0.1	-0.8	-4.0	-7.2	6.3	3.0	-6.3	97.9	-2.6

Whole records as entered above. Screens in order: DAGLB inh	C-LANA FP	CAL PDZ FP-1	RTF Ca sens inh	CAL PDZ FP-2	Arr AP2 block	V-ATPase pH	Keap1-Nrf2 PPI	DSG3 Ab inh	NSD2 inh
`NC(=O)c1snnc1-c1ccccc1` reads -1.0	1.1	-0.2	1.1	0.3	37.8	-0.6	-1.6	nt	-2.7
`C#CCOCCOCCOCCNc1nc(N2CCN(C(=O)Cn3cc(CCCCN)nn3)CC2)nc(N2CCN(C(=O)Cn3cc(CCCN=C(N)N)nn3)CC2)n1` reads 0.3	0.3	0.1	-4.8	-2.6	-0.9	4.0	-1.8	99.4	nt

(next part)
SMILES	DAGLB inh	C-LANA FP	CAL PDZ FP-1	RTF Ca sens inh	CAL PDZ FP-2	Arr AP2 block	V-ATPase pH	Keap1-Nrf2 PPI	DSG3 Ab inh	NSD2 inh
Cc1ccc(N(C(=O)c2cc3ccccc3oc2=O)C2C=CS(=O)(=O)C2)cc1 (stereo not given)	-0.8	-4.2	0.1	-5.0	-8.0	1.5	2.7	-2.2	97.2	-1.4
O=C(CSc1ccccc1)Nc1ccc(S(=O)(=O)NCC2CCCO2)cc1 (stereo not given)	-2.1	-1.3	-1.3	-14.8	-1.6	10.0	2.0	0.1	85.2	4.8
CCOc1ccc(-n2c(C)cc(C(=O)NS(=O)(=O)c3ccc(C)cc3)c2C)cc1	1.5	1.1	-2.4	-25.0	-2.4	5.5	-1.7	-4.7	100.3	2.9
CCCCCCCCCCCCCCCC(=O)OC(CC(=O)O)C[N+](C)(C)C (stereo not given)	3.6	1.1	0.0	18.5*	-1.7	-3.3	5.2	4.8	93.1	nt
O=C1C2C3C=CC(CC3)C2C(=O)N1/N=C/c1ccc(O)cc1 (stereo not given)	-0.2	2.4	-1.1	-6.1	-2.6	3.6	-1.1	-3.9	101.0	15.6
CCOc1ccccc1NC(=O)C(Sc1ccccc1)c1ccccc1 (stereo not given)	-12.3	-1.7	-3.1	-9.6	-0.4	10.1	-1.9	-0.7	81.3	-0.4
Cn1cnnc1SCc1ccc(C(=O)N/N=C(/CCC(=O)O)c2ccc(C(C)(C)C)cc2)cc1	0.3	1.9	0.2	-15.8	-8.8	6.8	2.7	-3.1	96.7	-0.5
COc1ccc(-n2c(COc3ccccc3)nnc2SCc2ccc(C#N)cc2)cc1	-1.0	0.7	-0.3	1.9	nt	-3.4	-4.3	-2.9	105.5	-2.9
CC(C)Nc1nc(NC(C)C)nc(SCCOC(=O)Nc2ccc(Cl)cc2Cl)n1	-7.2	-3.0	-1.7	-2.2	-1.9	-9.4	-2.8	-1.1	94.5	0.7
CNC(=S)N(CCc1c(C)[nH]c2ccccc12)Cc1ccco1	3.2	1.1	-2.3	-12.6	0.3	-5.3	-0.2	0.4	101.5	1.4
COc1ccc2cc3c(N)nn(C(=O)c4cccc(F)c4)c3nc2c1	-3.0	0.6	0.3	6.4	8.8	39.3	-1.8	-2.7	103.3	-1.4
COc1ccccc1N1C(=O)c2cccc3c(Cl)ccc(c23)C1=O	-0.7	0.7	-0.8	-9.0	-4.2	6.0	-1.5	-0.2	112.2	-2.2
N#Cc1cnc2sc3ccccc3n2c1=N	0.3	1.5	6.5	2.9	-1.4	11.1	-1.1	0.1	100.0	-0.8
Cn1c(=O)c2[nH]c(N=NN3CCCCC3)nc2n(C)c1=O	0.3	2.3	-0.2	-1.7	-4.0	-7.2	-2.5	-1.6	87.6	-3.8
